ROC1-CUL1 inh: human ROC1-CUL1 E3 ligase inhibition; P62877+Q13616; in vitro K48 di-Ub FRET, acceptor:donor ratio, 45 min; inhibition, % at 10 µM; 140,000 tested, 0.6% active; AID 1347404; in the data active = inhibition above about 25%
Target sequence (P62877 whole entry, looked up): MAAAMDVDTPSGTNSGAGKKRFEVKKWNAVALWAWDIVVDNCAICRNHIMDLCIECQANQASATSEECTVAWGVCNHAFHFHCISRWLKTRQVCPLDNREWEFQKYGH
Target sequence (Q13616 whole entry, looked up): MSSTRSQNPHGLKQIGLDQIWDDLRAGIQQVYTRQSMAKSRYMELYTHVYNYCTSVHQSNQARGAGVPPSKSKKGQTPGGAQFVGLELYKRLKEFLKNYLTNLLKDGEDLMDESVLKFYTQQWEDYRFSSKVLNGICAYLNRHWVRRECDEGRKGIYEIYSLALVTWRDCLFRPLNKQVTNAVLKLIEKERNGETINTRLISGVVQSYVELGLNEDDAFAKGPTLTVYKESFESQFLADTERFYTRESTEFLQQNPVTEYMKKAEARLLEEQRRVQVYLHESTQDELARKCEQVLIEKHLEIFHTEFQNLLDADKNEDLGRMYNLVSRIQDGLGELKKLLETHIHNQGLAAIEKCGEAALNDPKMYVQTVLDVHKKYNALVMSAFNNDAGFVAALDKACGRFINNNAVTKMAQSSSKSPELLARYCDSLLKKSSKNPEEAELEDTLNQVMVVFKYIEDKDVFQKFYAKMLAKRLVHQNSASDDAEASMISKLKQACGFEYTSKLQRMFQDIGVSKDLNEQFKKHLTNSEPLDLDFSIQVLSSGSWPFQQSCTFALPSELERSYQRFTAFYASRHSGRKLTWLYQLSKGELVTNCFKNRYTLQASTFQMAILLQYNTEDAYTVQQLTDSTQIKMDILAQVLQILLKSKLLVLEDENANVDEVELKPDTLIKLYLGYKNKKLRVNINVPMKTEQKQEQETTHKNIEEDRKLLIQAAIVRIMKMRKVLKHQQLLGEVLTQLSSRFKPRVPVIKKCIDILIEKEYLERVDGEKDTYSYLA
* hit, by the source's call. Only part of the results is shown; the hit share may differ from the screen's.

SMILES	ROC1-CUL1 inh
CCOc1ccc(NC(=O)c2cnc3sc(N4CCOCC4)nn3c2=O)cc1	6.5
COc1ccc(S(=O)(=O)Nc2ccc(S(=O)(=O)Nc3cccc4ccccc34)cc2)cc1C	-1.7
Cc1ccc(OCc2n[nH]c(=S)n2N)cc1	0.9
CCN(CC)c1cc2c(cc1F)c(=O)c(S(=O)(=O)c1ccc(OC)cc1)cn2CC	0.3
CN(C)CCOc1cccc(CN(Cc2ccccn2)C(=O)C2CCCO2)c1 (configuration not stated)	5.8
O=C(C1CC1)N1CCCC(CCc2ccccc2)C1 (configuration not stated)	-10.7
CCOC(=O)C1=C(C)N=c2s/c(=C\c3cccn3-c3cccc([N+](=O)[O-])c3)c(=O)n2C1c1ccc(OC)c(OC)c1 (configuration not stated)	14.7
Cc1n[nH]c(C)c1S(=O)(=O)N1CCCC(C(=O)Nc2ccc(Cl)cc2)C1 (configuration not stated)	-13.1
COCc1cc(=O)[nH]c(-c2ccc(CN3CCCNCC3)cc2)n1	-13.2
O=C(NCc1ccccc1)c1cccc(NC(=O)N2CCSc3ncccc32)c1	-3.2
COc1ccccc1-n1c(CN2CCN(Cc3ccccc3)CC2)nc2ccccc2c1=O	2.5
CCC(C)C(=O)Nc1ccccc1Cl (configuration not stated)	-2.3
CCN(Cc1ccccc1)C(=O)CCS(=O)(=O)c1ccc2c(c1)oc(=O)n2C	10.8
C=CCn1c(SCC(=O)N2CCOCC2)nc2sc3c(c2c1=O)CCC3	6.1
CCOc1ccc(S(=O)(=O)n2cnc3ccccc32)cc1	1.2
Cc1cccc(C)c1Nc1c(-c2ccccc2Cl)nc2cnccn12	-9.9
CC(=O)Nc1ccc(NC(=O)c2ccc(Cl)c(Cl)c2)cc1	-6.0
CCOc1ccccc1NS(=O)(=O)c1ccc(-c2cnc(C3CC3)o2)cc1	-9.7
CC(C)C(=O)Nc1cccc(C(=O)Nc2nnc(CC(C)(C)C)s2)c1	5.0
CCc1nnc2c3ccccc3nc(Nc3ccc(F)c(Cl)c3)n12	-6.1

Arranged by number of heavy atoms (highest first): some entries from above.
SMILES	ROC1-CUL1 inh
CCOC(=O)C1=C(C)N=c2s/c(=C\c3cccn3-c3cccc([N+](=O)[O-])c3)c(=O)n2C1c1ccc(OC)c(OC)c1 (configuration not stated)	14.7
COc1ccc(S(=O)(=O)Nc2ccc(S(=O)(=O)Nc3cccc4ccccc34)cc2)cc1C	-1.7
CCN(CC)c1cc2c(cc1F)c(=O)c(S(=O)(=O)c1ccc(OC)cc1)cn2CC	0.3
O=C(NCc1ccccc1)c1cccc(NC(=O)N2CCSc3ncccc32)c1	-3.2
CCN(Cc1ccccc1)C(=O)CCS(=O)(=O)c1ccc2c(c1)oc(=O)n2C	10.8
CCOc1ccccc1NS(=O)(=O)c1ccc(-c2cnc(C3CC3)o2)cc1	-9.7
Cc1n[nH]c(C)c1S(=O)(=O)N1CCCC(C(=O)Nc2ccc(Cl)cc2)C1 (configuration not stated)	-13.1
Cc1cccc(C)c1Nc1c(-c2ccccc2Cl)nc2cnccn12	-9.9
CCc1nnc2c3ccccc3nc(Nc3ccc(F)c(Cl)c3)n12	-6.1
CC(=O)Nc1ccc(NC(=O)c2ccc(Cl)c(Cl)c2)cc1	-6.0
O=C(C1CC1)N1CCCC(CCc2ccccc2)C1 (configuration not stated)	-10.7
Cc1ccc(OCc2n[nH]c(=S)n2N)cc1	0.9
CCC(C)C(=O)Nc1ccccc1Cl (configuration not stated)	-2.3

More records follow.
SMILES	ROC1-CUL1 inh
COc1cc(C(=O)O)ccc1OCCC(C)C	0.6
CC(C)(C)OC(=O)CN1C(=O)C(Sc2n[nH]c(-c3ccccc3)n2)CCc2ccccc21 (configuration not stated)	-8.8
O=S(=O)(c1ccc(Cl)s1)N1CCC(n2c(CCc3ccccc3)nc3cccnc32)CC1	-11.4
O=C(NC(=S)Nc1ccccc1N1CCOCC1)c1ccccc1Br	-0.5
C=CCn1cnc2c(cnn2-c2ccccc2)c1=O	-3.5
CN(C)c1cccc(OC(=O)c2ccc(-c3ccccc3)cc2)c1	-3.9
Cc1cccc(OCCCn2c(CCNC(=O)C(C)(C)C)nc3ccccc32)c1	-4.0
CN(C(=O)CSc1nncn2c1cc1occc12)c1ccccc1	3.3
COc1cc(Nc2nc3ccccc3c3nnc(C)n23)cc(OC)c1	-4.3
COC(C(=O)Nc1ccc(S(=O)(=O)N2CCCCC2)cc1)c1ccccc1 (configuration not stated)	-6.2
CC1CCN(CC(=O)N2CCC(c3nc4ccccc4o3)CC2)C1=O (configuration not stated)	-6.9
N#Cc1ccc(CSc2ncn(-c3ccccc3)n2)cc1	11.3
Cc1ccc(-n2ncc(C(=O)N3CCN(Cc4ccccc4)CC3)c2C2CCN(C(=O)OC(C)(C)C)CC2)c(C)c1	-3.2
Cc1ccc(S(=O)(=O)Nc2ccc(F)cc2)cc1	2.2
CCOC(=O)C1=C(C)N=c2s/c(=C/c3cc(OC)c(OCc4ccccc4)cc3[N+](=O)[O-])c(=O)n2C1c1ccc(Cl)cc1 (configuration not stated)	-3.4
COC(=O)c1ccc(N=C2S/C(=C\c3cc(C)n(-c4cccnc4)c3C)C(=O)N2C)cc1	-3.6
COc1cccc(C2C3=C(N=c4s/c(=C/c5cccc(OC)c5O)c(=O)n42)c2ccccc2CC3)c1 (configuration not stated)	7.8
O=C(O)c1ccc(S(=O)(=O)c2ccc3c(c2)C(=O)N(c2ccc4c(c2)OCO4)C3=O)cc1	3.0
Cc1cccc(OCc2nnc(SCC(=O)Nc3cccc(Cl)c3C)o2)c1	-2.3
CCCc1cc(C(=O)OC)c(NC(=O)C2CC(C)=C(C)CC2C(=O)O)s1 (configuration not stated)	-2.1

Compounds from the list above with a nitro group on carbon, in the order listed:
SMILES	ROC1-CUL1 inh
CCOC(=O)C1=C(C)N=c2s/c(=C\c3cccn3-c3cccc([N+](=O)[O-])c3)c(=O)n2C1c1ccc(OC)c(OC)c1 (configuration not stated)	14.7
CCOC(=O)C1=C(C)N=c2s/c(=C/c3cc(OC)c(OCc4ccccc4)cc3[N+](=O)[O-])c(=O)n2C1c1ccc(Cl)cc1 (configuration not stated)	-3.4

Continued.
SMILES	ROC1-CUL1 inh
CC1CC(C)CN(S(=O)(=O)c2ccc(-c3ccccc3)cc2)C1 (configuration not stated)	8.4
O=C(Nc1cccc(-c2ccc(F)cc2)c1)C1CCCN1Cc1ccc(CO)o1 (configuration not stated)	8.6
CCC(C)NC(=O)C1CC(=O)N(c2ccc(NC(C)=O)cc2)C1 (configuration not stated)	-2.0
CCNS(=O)(=O)c1cc(OCC(N)=O)c(C)cc1Cl	-0.8
CCC(=O)N1CCc2cc(S(=O)(=O)N3CCN(c4ccccc4F)CC3)ccc21	0.5
CCOC(=O)/C(=C\c1ccc(Cl)cc1)S(=O)(=O)c1ccccc1	5.1
CCN(CC)S(=O)(=O)c1ccc(N2CCN(C(C)C)CC2)nc1	-4.6
CC(=O)c1c(C)nc2c(c1-c1ccc(Br)cc1)C(=O)c1ccccc1-2	-3.8
CCC1CN(C(=O)Nc2cc(OC)cc(OC)c2)c2ccccc2S1 (configuration not stated)	1.6
C=C(C)Cn1c(=S)[nH]c2sc3c(c2c1=O)CC(C)(C)OC3	3.6
CCOC(=O)Cn1c(C)cn2c3c(=O)n(CC(C)C)c(=O)n(C)c3nc12	-6.0
O=C(Nc1ccc(Cl)c(Cl)c1)N(Cc1c[nH]c2ccccc12)C1CCCCC1	-3.9
Nc1ccc2nn(-c3ccccc3)nc2c1	-6.3
Cc1ccc(C(=O)Nc2ccc(F)c(F)c2)cc1[N+](=O)[O-]	3.8
Cc1ccc(CCNC(=O)Cn2ncc3c(=O)oc4ccccc4c32)cc1	0.9
COc1c(Br)cc2ccccc2c1-c1c(OC)c(Br)cc2ccccc12	-1.1
COc1ccc(CN(C(=O)COc2cc(C)ccc2C(C)C)c2ccccc2C(=O)O)cc1	-12.9
COc1ccc(CNC(=O)CCC2CCCN(C(=O)CCN3CCCCO3)C2)c(OC)c1 (configuration not stated)	-0.2
COCCCNC(=O)c1ccc2c(c1)N(Cc1ccccc1F)C(=O)c1ccccc1S2=O (configuration not stated)	2.6
CCOc1ccccc1NC(=O)CSc1ncnc2sc3c(c12)CCCC3	4.3
CCc1cccc(C)c1NS(=O)(=O)c1c(C(=O)N2CCCCCC2)c(C)n(C)c1C	-0.1
O=C(NCc1nc2cccnc2n1Cc1ccc(F)cc1)c1ccccc1C(F)(F)F	-5.2
CC(=O)Nc1cc([N+](=O)[O-])ccc1[N+](=O)[O-]	1.1
O=C(CN1CCCCC1)N1N=C2c3ccccc3CCC2C1c1cccs1 (configuration not stated)	1.8
COc1cccc(C(=O)Nc2ccccc2C(=O)Nc2ccc(F)cc2)c1	4.1
O=C(NCc1ccc(Cl)cc1)C1CCN(S(=O)(=O)Cc2ccccc2)CC1	9.4
CCOc1ccc(-n2c(SCC(=O)Nc3ccc(CC)cc3)nc3c(oc4ccccc43)c2=O)cc1	-5.9
CC(C)C(C(=O)Nc1ccc(C(N)=O)cc1)N1C(=O)c2ccccc2C1=O (configuration not stated)	8.3
CCS(=O)(=O)N1CCC(C(=O)Nc2cccc(Cl)c2Cl)CC1	4.0
CC1(C)CC(=O)c2cc(-c3nc(-c4ccc(Br)cc4)cs3)c(=O)n(-c3ccccc3)c2C1	0.8
O=C(NCc1ccccc1Cl)C1CCN(S(=O)(=O)c2ccccc2)CC1	-6.2
O=C(CCC1CCN(C(=O)c2cnsn2)CC1)NCC1CCCO1 (configuration not stated)	2.0
Cc1ccc(OCC(=O)Nc2ccc(Cl)c(-c3nc4ccccc4s3)c2)c(C)c1	4.5
O=C(CC1C(=O)NCCN1Cc1ccc(F)cc1Cl)NC1CCCCCCC1 (configuration not stated)	15.9
N#C/C(=C\c1ccccc1[N+](=O)[O-])C(=O)N/N=C/c1ccccc1[N+](=O)[O-]	2.4
COc1ccc(C2C3CCc4ccccc4C3=NN2C(=O)CSc2ccccc2)cc1 (configuration not stated)	-3.8
O=C1CCC(CCC(=O)N(CC2CCC2)CC2CCCO2)(Cc2ccc(Cl)cc2)N1 (configuration not stated)	5.0
Cc1cc(OCC(=O)NNC(=O)c2ccc(Cl)c(Cl)c2)ccc1Br	-3.3
CCC1CCc2nc3sc(C(=O)Nc4ccc(OC)c(OC)c4)c(N)c3cc2C1 (configuration not stated)	1.7
COc1ccc(-c2noc(CC(=O)Nc3cc(OC)ccc3OC)n2)cc1	0.0
Cc1ccc2nc(-c3ccc(O)cc3)c(Nc3ccc4c(c3)OCCO4)n2c1	5.4
CCC(C)NC(=O)CN(C1CCCCC1)S(C)(=O)=O (configuration not stated)	-6.0
CCCn1c(=O)c2sccc2n2c(CCCC(=O)NC3CCCCC3)nnc12	-9.1
Cc1ccc(Cl)cc1N1CCN(C(=O)c2nn(C)c3c2CS(=O)(=O)c2ccccc2-3)CC1	11.2
O=C(c1cc2c(s1)CCCCC2)N1CCCC(Cn2cc(CO)nn2)C1 (configuration not stated)	-1.3
CS(=O)(=O)N(Cc1ccccc1Cl)c1ccc(C(=O)N2CCOCC2)cc1	8.3
CCc1cccc(C)c1NC(=O)C1CCN(c2nn3c(=O)cc(C)nc3s2)CC1	-8.4
COc1ccc(NC(=O)C2CCCN(S(=O)(=O)c3ccc4c(c3)oc(=O)n4C)C2)c(OC)c1 (configuration not stated)	2.8
Cc1c(Cl)cccc1NC(=O)CCC(=O)N/N=C/c1ccco1	9.3
CCc1noc(CN(CC)c2ccc(-c3nc(C(C)C)no3)cn2)n1	2.7
Cc1ccc(NC(=O)c2oc3ccccc3c2NC(=O)C23CC4CC(CC(C4)C2)C3)cc1	-13.0
Cc1ccc(C)c(NC(=O)Cn2nnc(C(=O)NCc3ccco3)c2N)c1	5.3
O=C(Nc1cccc(C(=O)N2CCN(c3ccc(Cl)cc3)CC2)c1)c1nsc2ccccc12	-9.8
CC1CC(C(=O)O)CC(C(=O)O)C1 (configuration not stated)	2.2
N=C1/C(=C\c2ccc(-c3cccc(Cl)c3)o2)C(=O)N=C2SC(C34CC5CC(CC(C5)C3)C4)=NN12	10.4
O=S(=O)(NCCc1nnc2ccc(SCc3ccc(C(F)(F)F)cc3)nn12)c1ccccc1	6.9
CC(C)(C)C(=O)OC1[C@@H](OC(=O)C(C)(C)C)[C@H](OC(=O)C(C)(C)C)C(O)[C@H](OC(=O)C(C)(C)C)[C@H]1OC(=O)C(C)(C)C (some centres not stated)	-4.2
CCOc1cc(/C=N/NC(N)=O)c(Br)cc1OC(C)C	-8.6
COC(=O)c1ccc(-c2ccccc2)s1	-2.9
COc1ccc(NC(=O)C2C(C)=Nc3ncnn3C2c2sccc2C)cc1 (configuration not stated)	-14.3

(continued)
SMILES	ROC1-CUL1 inh
COCCn1c(=N)c(C(=O)NCc2ccco2)cc2c(=O)n3cc(C)ccc3nc21	16.4
Cc1ccc(-n2nnc(C(=O)Nc3ccccc3)c2C)cc1C	6.2
Cc1ccc(NC(=O)CN2CCSc3ccc(S(=O)(=O)N4CCCC4)cc32)cc1C	-3.0
Cc1ccc(NC(=O)CSc2nnc(COc3ccccc3)n2C)c(C)c1	0.0
COc1ccc(S(=O)(=O)N(CC(=O)Nc2cccc3ccccc23)c2ccc(Cl)cc2)cc1	-1.2
CCOC(=O)C1CCCCN1C(=O)CC1(c2ccc(-c3ccccc3)cc2)CC(=O)N(C)C1=O (configuration not stated)	-14.9
CCOC(=O)c1c(C(=O)OCC)c(C)n(-c2ccccc2C(=O)O)c1C	35.7*
Cc1cccc(NC(=O)CSc2nc3ccccc3nc2N2CCCCC2)c1C	-6.5
CC(=O)Nc1ccc(CN2Cc3cc(Cl)ccc3OC(C)C2)s1 (configuration not stated)	-0.6
COc1cccc2c3c(c[n+](C)c12)sc1cc(F)ccc13	0.5
CCCN1CCN(C(=O)C(C)(C)Oc2ccc(C)cc2)CC1	-6.0
CCCOc1cccc(C2C3C(=O)CC(C)(C)CC3=Nc3ccccc3N2C(=O)C(F)(F)F)c1 (configuration not stated)	8.4
Cc1nn(Cc2ccc(Br)cc2)c(C)c1NC1CC(=O)N(c2cccc3ccccc23)C1=O (configuration not stated)	-1.9
C(=C\c1nc2ncccc2[nH]1)/c1ccccc1	-2.7
COc1ccc(C(=O)/C=C/c2ccccc2Cl)c(OC(=O)c2ccco2)c1	5.8
O=C(C=C1C=C(c2cccs2)OC(c2cccs2)=C1)c1ccccc1	0.1
CC(C)C(=O)N1CCN(c2ccc(NC(=O)C(c3ccccc3)c3ccccc3)cc2)CC1	-0.9
Cc1cccc(C)c1NC(=O)CSc1ncc2c(n1)-c1ccc(Cl)cc1N(Cc1ccccc1)S2(=O)=O	-2.0

Source: PubChem BioAssay (Icahn School of Medicine at Mount Sinai)
